Bioassay records (PubChem BioAssay)
All columns: NCI-60 one-dose screen, growth in % after 48 h at 10 µM unless noted; 100 = growth as untreated, 0 = no growth, -100 = all killed.
OVCAR-3: OVCAR-3 ovarian cancer; AID 1794787; actives 7% (n = 79,000)
PC-3: PC-3 prostate cancer cells; actives 3.9% (n = 80,000)
OVCAR-4: OVCAR-4 ovarian cancer cells; actives 3.7% (n = 80,000); AID 1794784
U251: U251 CNS tumor cells. actives 5.4% (n = 80,000). AID 1794753
SF-295: SF-295 CNS cancer cells | actives 5.6% (n = 79,000) | AID 1794758
DU-145: DU-145 prostate cancer | actives 4.2% (n = 81,000) | AID 1794760
OVCAR-5: OVCAR-5 ovarian cancer. actives 2.9% (n = 82,000). AID 1794783
SK-OV-3: SK-OV-3 ovarian cancer cells; actives 3.2% (n = 80,000)
OVCAR-8: OVCAR-8 ovarian cancer; AID 1794782; actives 4.4% (n = 81,000)
* marks the source's active call; other numbers are inactive results; nt = not tested or not shown; & = joins results of further samples. How the source made its calls: active means growth percent below 10; inactive means the rest.

SMILES | OVCAR-3 | PC-3 | OVCAR-4 | U251 | SF-295 | DU-145 | OVCAR-5 | SK-OV-3 | OVCAR-8
CCCCOc1ccccc1N | 108 | 94 | nt | 102 | 97 | 103 | 101 | 100 | 105
Cc1cc[n+](CCc2ccccc2)cc1C | 103 | 80 | 90 | 102 | 102 | 112 | 104 | 101 | 102
O=C(/C=C/c1ccc(I)cc1)c1c(O)ccc2ccccc12 | 114 | 99 | 92 | 99 | 98 | 98 | 108 | 79 | 99
O=C(C[n+]1ccc(/C=C/c2ccncc2)cc1)c1ccc(Br)cc1 | 81 | 81 | 84 | 93 | 99 | 94 | 87 | 91 | 81
C=C(C)[C@@H]1CC[C@]2(C(=O)O)CC[C@]3(C)[C@H](CC[C@@H]4[C@@]5(C)C[C@@H](CC#Cc6ccc([N+](=O)[O-])cc6)[C@H](O)C(C)(C)[C@@H]5CC[C@]43C)[C@@H]12 | 46 | 31 | 49 | 34 | 33 | 52 | 77 | 56 | 43
BrCc1ccc(CCc2ccc(CBr)cc2)cc1 | 105 | 93 | 101 | 100 | 118 | 104 | 112 | 118 | 108
COc1cc(-c2nc3ccc(/C=C/C(=O)c4cc(F)cc(F)c4)cc3s2)ccc1F | 113 | 98 | 102 | 76 | 81 | 110 | 101 | 87 | 101
CN1CCc2c(sc3ncnc(N/N=C/c4ccc(Cl)cc4Cl)c23)C1 | -56* | 25 | -41* | 2.6* | 32 | 36 | -19* | 0.7* | 6.9*
C=C1C(=O)O[C@H]2[C@H]1CC/C(COC(=O)/C=C/C(=O)OC/C1=C/CC[C@@]3(C)O[C@H]3[C@H]3OC(=O)C(=C)[C@@H]3CC1)=C\CC[C@@]1(C)O[C@@H]21 | -0.5* | 61 | 86 | 76 | 115 | 25 | 89 | 110 | 63
Cc1cc2nc(/C=C/c3nc4cc(C)c(C)cc4[nH]3)[nH]c2cc1C | 91 | nt | 91 | 93 | 90 | 100 | 101 | 89 | 103
COc1ccc(Cn2nc(-c3ccccc3)c3c2CCc2cnoc2-3)cc1 | 87 | 53 | 72 | 78 | 60 | 97 | 102 | 83 | 81
Nc1cc(C(F)(F)F)ccc1F | 106 | 98 | 103 | 97 | 107 | 103 | 88 | 109 | 105
CCCCCCCCCC=O | 108 | 102 | 90 | 97 | nt | 105 | 100 | 101 | 99
CC1=CC2OC34COC3CC(OC(=O)C(F)(F)F)C4(C)C2(C)CC1 (stereo not given) | 118 | 100 | 103 | 101 | 100 | 108 | 101 | 102 | 106
CCCSc1nc(NC2CC2)c(C#N)c(-c2ccc(C(C)C)cc2)n1 | 85 | 96 | 106 | 91 | 90 | 97 | 107 | 90 | 89
O=C(N/N=C/c1ccc(-c2cccc([N+](=O)[O-])c2)s1)c1[nH]c2ccc(Br)cc2c1-c1ccccc1 | 62 | 86 | 82 | 73 | 103 | 106 | 106 | 93 | 96
CCCN1C[C@H](CSC)C[C@@H]2c3cccc4[nH]cc(c34)C[C@H]21 | 103 | 82 | nt | 113 | 92 | 109 | 93 | 100 | 102
CCC(C(=O)OCC(=O)[C@@]1(O)CC[C@H]2[C@@H]3CCC4=CC(=O)CC[C@]4(C)[C@H]3[C@@H](O)C[C@@]21C)C(C)C (stereo not given in full) | 79 | 59 | 67 | 84 | 108 | 95 | 99 | 71 | 77
COc1ccc(-c2cn3ccnc3c(-c3ccc4ncn(C5CCCCC5)c4c3)n2)cc1 | -27* | 4.8* | 53 | 19 | 7.5* | 18 | 41 | 26 | 29
O=C(O)/C=C\C(=O)Nc1cccc2ccccc12 | 113&90 | 94&103 | 115&92 | 102&94 | 104&117 | 123&109 | 104&100 | 103&92 | 105&102
CCSc1oc(-c2ccccc2)nc1[P+](c1ccccc1)(c1ccccc1)c1ccccc1 | 3.2* | -1.6* | 13 | 15 | -4.4* | 11 | 28 | -16* | 7.9*
O=C(CSc1nc2ccccc2[nH]1)NCCO | 118 | 95 | 117 | 88 | 101 | 115 | 110 | 93 | 91
c1ccc2c(-c3nccs3)c[nH]c2c1 | 103 | 81 | 110 | 103 | 101 | 107 | 97 | 100 | 106
CCCCOc1ccc(/C=N/Nc2cc(C)nc3ccc(Cl)cc23)cc1 | -77* | 21 | 5.3* | -82* | -84* | 4.0* | 89 | 79 | -59*
COc1ccc(-c2nn(C(=O)NCCN3CC(C)OC(C)C3)cc2-c2ccncc2)cc1Cl (stereo not given) | 116 | 101 | 106 | 90 | 108 | 105 | 93 | 82 | 49
CC(=O)OC1Oc2cc(C)c(C)cc2-c2oc(=O)c(Sc3ccc(C)cc3)cc21 (stereo not given) | nt | 105 | 95 | 113 | 129 | 129 | 116 | 106 | 104
Cc1ccc(NC(=O)N/N=c2\cc(C)c3ccc(O)cc3o2)c(C)c1 | 107 | 96 | 109 | 98 | 106 | 111 | 104 | 93 | 98
COc1ccc2nc(NC(=O)c3cccnc3Nc3ccc(Cl)cc3Cl)sc2c1 | 84 | nt | 82 | 94 | 90 | 105 | 90 | 108 | 86
OCC(Nc1ncnc2ccc(-c3cnc4cnccn34)cc12)c1ccccc1 (stereo not given) | 72 | 80 | 64 | 89 | 65 | 47 | 84 | 81 | 80
COCOc1cc2c(=O)c(C)c(C(=O)N[C@@H](Cc3ccccc3)C(O)C(=O)NCCc3ccc(OC)cc3)oc2cc1OC (stereo not given in full) | 114 | 115 | 119 | 109 | 110 | 110 | 119 | 106 | 111
COc1ccc(C2=NNC(c3cn(-c4ccccc4)nc3-c3ccc([N+](=O)[O-])cc3)C2)cc1 (stereo not given) | 89 | 86 | 62 | 67 | 78 | 83 | 91 | 61 | 66
COc1cc2nc(N3CCCC3)nc(NCCc3c[nH]c4ccccc34)c2cc1OC | 113 | 98 | 106 | 102 | 102 | 102 | 94 | 111 | 100
Cc1ccc(NC(=O)[C@@H]2C[C@H]2CN2CCN(C)CC2)cc1Nc1nccc(-c2cccnc2)n1 | 103 | 99 | 102 | 90 | 99 | 105 | 109 | 108 | 110
C=C(C)[C@@H]1CC[C@]2(COC3CCCCO3)CC[C@]3(C)[C@H](CC[C@@H]4[C@@]5(C)CC[C@H](OC(=O)c6cccc(OC(C)=O)c6OC(C)=O)C(C)(C)[C@@H]5CC[C@]43C)[C@@H]12 (stereo not given in full) | 111 | 90 | 111 | 94 | 91 | 118 | 96 | 105 | 92
C=C(C)[C@H]1CC/C(C)=C/CC[C@]2(C)O[C@H]2CC/C(C=O)=C\C1O (stereo not given in full) | 124 | 122 | 109 | 103 | nt | 106 | 101 | 102 | 107
O=[N+]([O-])c1ccc(CO)c(I)c1 | 106 | 99 | 102 | 98 | 92 | 114 | 107 | 104 | 105
COc1cccc(-c2nc3sccn3c2-c2ccnc(NCCN3CCNS3(=O)=O)n2)c1 | 100 | 73 | 80 | 109 | 106 | 78 | 104 | 53 | 88
CC(C)(C)OC(=O)O/N=C(\C#N)c1ccccc1 | 107 | 102 | 124 | 102 | 115 | 111 | 116 | 104 | 104
O=C(O)c1ccc(C(=O)O)c(Br)c1 | 98 | 99 | 110 | 98 | 100 | 100 | 105 | 107 | 104
Cn1c2c(c3ccc(-c4ccn[nH]4)cc3c1=O)C(=O)c1ccccc1-2 | 60 | 63 | 74 | 13 | 20 | 16 | 86 | 74 | 29

The list goes on (2 carried over from the part before).
SMILES | OVCAR-3 | PC-3 | OVCAR-4 | U251 | SF-295 | DU-145 | OVCAR-5 | SK-OV-3 | OVCAR-8
O=C(O)c1ccc(C(=O)O)c(Br)c1 | 98 | 99 | 110 | 98 | 100 | 100 | 105 | 107 | 104
Cn1c2c(c3ccc(-c4ccn[nH]4)cc3c1=O)C(=O)c1ccccc1-2 | 60 | 63 | 74 | 13 | 20 | 16 | 86 | 74 | 29
O=C(NCc1ccco1)Nc1c(Cl)cc(Cl)cc1Cl | 112 | 92 | 88 | nt | 94 | 113 | 98 | 103 | 101
CCCCN(CCCC)C(=O)C=C(C)C | 123 | 100 | 116 | 98 | 102 | 117 | 114 | 104 | 105
Cc1cccc(Oc2c(/C=N/NC(=O)Cn3c(=O)sc4ccccc43)c(C)nn2-c2ccccc2)c1 | 77 | 51 | 64 | 61 | 58 | 91 | 92 | 86 | 68
Cc1cc(=O)n2nc(-c3cn(C)c4ccccc34)sc2n1 | nt | 95 | 105 | 101 | 100 | 101 | 103 | 108 | 100
CCOC(=O)c1c(C)oc(=O)c(Br)c1C | 106 | 100 | 100 | 94 | 99 | 110 | 90 | 110 | 101
Cc1nn(-c2ccccc2)nc1C(=O)Nc1ccc2[nH]ncc2c1 | 117 | 97 | 96 | 101 | 118 | 105 | 112 | 191 | 97
C=C1CCC2C(C)(CO)C(O)CCC2(C)C1CC(NCc1ccccc1)C1=CCOC1=O (stereo not given) | 105 | 101 | 98 | 96 | 111 | 104 | 94 | 105 | 94
COc1ccc2c(c1)c(-c1nc(-c3cn(C)c4c(Cl)nccc34)cs1)cn2C(=O)OC(C)(C)C | 111 | 57 | 105 | 75 | 96 | 101 | 115 | 102 | 60
COc1cc(CNC(=O)CCCC/C=C/C(C)C)ccc1OCc1cn(-c2cccc([N+](=O)[O-])c2)nn1 | 105 | 82 | 94 | 85 | 104 | 109 | 107 | 94 | 77
O=C(CCc1c[nH]c2ccccc12)NNC(=O)Cn1nnc(-c2ccccc2)n1 | 126 | 97 | 105 | 98 | 95 | 127 | 97 | 105 | 103
CCCCOc1c(Cl)cc(Cl)cc1-c1ccccc1 | 105 | 99 | 105 | 91 | 95 | 108 | 110 | 102 | 98
C#Cc1ccc(-n2c(/C=C/c3c[nH]c4ccc(OC)cc34)nc3ncccc3c2=O)cc1 | 108 | 90 | 101 | 105 | 108 | 103 | 108 | 104 | 106
O=C1Nc2ccccc2C2c3cccn3-c3ccccc3N12 (stereo not given) | 74 | 67 | 84 | 60 | 79 | 95 | 97 | 85 | 87
CCOc1ccc(C(=O)O)c(O)c1 | 110 | 97 | 105 | 101 | 100 | 107 | 111 | 109 | 95
Cc1[nH]nc(-c2cccnc2)c1N=NN(C)C | 105 | 96 | 93 | 104 | 100 | 120 | 107 | 108 | 102
OC1(c2ccccc2Cc2ccccc2)c2ccccc2Oc2ccccc21 | 81 | 61 | 88 | 86 | 71 | 90 | 100 | 93 | 96
S=C(SCc1c(Cl)cccc1Cl)N1CCSCC1 | 118 | 93 | 109 | nt | 84 | 115 | 108 | 104 | 92
CCC(CC)NCCCCCNc1cc(OC)cc2cccnc12 | 83 | 97 | 32 | 86 | 113 | 102 | 89 | 98 | 94
O=C(/C=C/c1ccccc1)Nc1ncc(Cc2ccccc2Cl)s1 | -24* | 26 | 70 | 27 | -2.8* | 27 | 44 | 44 | 40
CC(C)(C)CC(C)(C)c1ccc(OCCSC(=N)N)cc1 | 47 | 72 | 41 | 12 | -35* | 72 | 79 | 90 | 56

As a short view, part of the list above.
SMILES | OVCAR-3 | PC-3 | OVCAR-4 | U251 | SF-295 | DU-145 | OVCAR-5 | SK-OV-3 | OVCAR-8
CCCCOc1c(Cl)cc(Cl)cc1-c1ccccc1 | 105 | 99 | 105 | 91 | 95 | 108 | 110 | 102 | 98
C#Cc1ccc(-n2c(/C=C/c3c[nH]c4ccc(OC)cc34)nc3ncccc3c2=O)cc1 | 108 | 90 | 101 | 105 | 108 | 103 | 108 | 104 | 106
O=C1Nc2ccccc2C2c3cccn3-c3ccccc3N12 (stereo not given) | 74 | 67 | 84 | 60 | 79 | 95 | 97 | 85 | 87
CCOc1ccc(C(=O)O)c(O)c1 | 110 | 97 | 105 | 101 | 100 | 107 | 111 | 109 | 95
Cc1[nH]nc(-c2cccnc2)c1N=NN(C)C | 105 | 96 | 93 | 104 | 100 | 120 | 107 | 108 | 102
OC1(c2ccccc2Cc2ccccc2)c2ccccc2Oc2ccccc21 | 81 | 61 | 88 | 86 | 71 | 90 | 100 | 93 | 96
S=C(SCc1c(Cl)cccc1Cl)N1CCSCC1 | 118 | 93 | 109 | nt | 84 | 115 | 108 | 104 | 92
CCC(CC)NCCCCCNc1cc(OC)cc2cccnc12 | 83 | 97 | 32 | 86 | 113 | 102 | 89 | 98 | 94
O=C(/C=C/c1ccccc1)Nc1ncc(Cc2ccccc2Cl)s1 | -24* | 26 | 70 | 27 | -2.8* | 27 | 44 | 44 | 40
CC(C)(C)CC(C)(C)c1ccc(OCCSC(=N)N)cc1 | 47 | 72 | 41 | 12 | -35* | 72 | 79 | 90 | 56

(listing goes on)
SMILES | OVCAR-3 | PC-3 | OVCAR-4 | U251 | SF-295 | DU-145 | OVCAR-5 | SK-OV-3 | OVCAR-8
O=C(Nc1ccccc1O)c1ccc(-n2nc(-c3ccccc3)c3ccccc32)cc1 | 100 | 87 | 82 | 99 | 105 | 98 | 107 | 120 | 92
Cc1ccc(Oc2ccc([N+](=O)[O-])cc2)cc1 | 106 | 93 | 98 | 104 | 106 | 112 | 106 | 102 | 103
O=C1C=CC2(O)OC/C(=C\c3ccccc3)C(O)=C2C1=O (stereo not given) | 12 | 0.7* | 30 | -35* | 75 | 24 | 29 | 87 | 8.4*
Nc1nc2nonc2nc1Nc1ccccc1F | 99 | 89 | 99 | 93 | 97 | 103 | 113 | 97 | 103
Clc1ccc(Sc2nc(Cl)nc(NC3CCCC3)n2)cc1 | 102 | 91 | 90 | nt | 92 | 106 | 94 | 94 | 96
CCOC(=O)N1C[C@@H](C)N(C(=S)Nc2ccccc2)C[C@@H]1C | 115 | 99 | nt | 107 | 117 | 102 | 108 | 103 | 102
C=CCn1c(SCC(=O)Nc2ccc(C(=O)/C=C/c3ccc(Cl)cc3)cc2)nnc1-c1cc(OC)c(OC)c(OC)c1 | 92 | 75 | 88 | 91 | 94 | 100 | 116 | 109 | 92
COC(CC(=O)O)CC(C)CC(C)(C)C (stereo not given) | 108 | 103 | 113 | 96 | 109 | 105 | 112 | 110 | 104
CCC(C#N)(C(N)=O)c1ccccc1 (stereo not given) | 114 | 94 | 104 | 104 | 113 | 107 | 104 | 114 | 102

Hits appear at their usual frequency. About 11% of those tested had a hit in this group.
